Screens from PubChem BioAssay.
TSG101-PTAP inh: blocks PTAP/TSG101 interaction to inhibit HIV-1 budding | Q99816 | Fluorescence polarization, FITC-PTAP peptide / Tsg101 binding | Potency, µM (titrated, usually from 115 µM), for the others: at the highest dose activity change, negative = inhibition, most hits filed as inhibitors | 340,000 tested, under 10 active; active = well fitted inhibition curve with a large enough effect in the main read-out, with a control signal flat, not every such curve was filed as active; inconclusive = small, poorly fitted or top-dose-only effect, or effect the other way, or a change in a side signal; inactive = no such curve, though single readings can be large or run the other way; note: potency is the fitted concentration of half-maximal effect; % of control where 0% means no effect
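Compounds were pin-transferred onto Tsg101 binding domain (10 uM final) in HEPES pH 7.5 buffer, then FITC-PTAP peptide was added at 50 nM final. After 20 min at RT, polarization reported peptide displacement across a qHTS concentration series.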
Mito fusion yeast: blocks mitochondrial division or promotes mitochondrial fusion; S. cerevisiae fusion-defective mutant growth rescue, CellTiterGlo 48 h; Potency, µM (doses to about 46.1 µM), for inactives: top-dose growth rescue (activation), most hits filed as activators; 0.23% of 320,000 active;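 note: potency is the fitted concentration of half-maximal effect; % of control where 0% means no effect; nearly all actives have a fitted effect of over 45% in size; temperature-sensitive fusion mutants such as fzo1-1 at 37 °C on non-fermentable ethanol glycerol medium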
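Temperature-sensitive fusion-defective S. cerevisiae (e.g. fzo1-1, mgm1-5) were grown with compound in YPEG medium (3% ethanol, 3% glycerol) for 48 hours at 37C. Growth rescue was measured as viability by CellTiterGlo luminescence after 10 minutes at ambient.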
ELG1 repair inh: inhibitors of ELG1-dependent DNA repair in HEK293T cells; HEK293T ELG1-luciferase reporter, luminescence, 16 h; DNA damage induced by 5-fluorouridine; Potency, µM (series often up to 46.1 µM), for inactives: at the highest dose activity change, negative = inhibition, most hits filed as inhibitors; 2.3% of 330,000 active; AID 504467; note: potency is the fitted concentration of half-maximal effect; % is set by controls: 0 for no effect and ±100 for the full control effect; nearly all actives have a fitted effect of over 55% in size
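Luminescence from the luciferase reporter, measured 30 min after ONE-Glo reagent at room temperature, was the read-out. Beforehand, 2,000 cells per well were exposed for 16 hr at 37 °C to 5-fluorouridine together with compound or vehicle.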
TSHR antagonist: antagonists of human thyroid stimulating hormone receptor; P16473; TSHR-expressing cells, TSH-stimulated cAMP HTRF, 2 h; active compounds read low; activity change, negative = inhibition, % at 11.5 µM; 0.2% of 330,000 active;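 active = activity change below a set negative limit, meaning inhibition stronger than a set level, cut at about -70% in these data; inconclusive = activity change between two set negative limits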; note: % is set by controls: 0 for no effect and ±100 for the full control effect
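Competitive HTRF cAMP read-out (cryptate anti-cAMP antibody, cAMP-d2; 30 min, room temperature) in freshly harvested TSHR cells. Compounds added before TSH at EC80 (4nM final), followed by 2 hours' incubation at 37 deg C.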
S-ASM inh: inhibitors of human secretory acid sphingomyelinase | placental ASM, HMU-PC fluorogenic substrate, 60 min | 0.006% of 340,000 active | P17405 | Potency, µM (top dose mostly 57.5 µM), for inactives: at the top dose activity change, negative = inhibition, most hits filed as inhibitors; note: potency is the fitted concentration of half-maximal effect
Target sequence (P17405 47-631 limits assumed): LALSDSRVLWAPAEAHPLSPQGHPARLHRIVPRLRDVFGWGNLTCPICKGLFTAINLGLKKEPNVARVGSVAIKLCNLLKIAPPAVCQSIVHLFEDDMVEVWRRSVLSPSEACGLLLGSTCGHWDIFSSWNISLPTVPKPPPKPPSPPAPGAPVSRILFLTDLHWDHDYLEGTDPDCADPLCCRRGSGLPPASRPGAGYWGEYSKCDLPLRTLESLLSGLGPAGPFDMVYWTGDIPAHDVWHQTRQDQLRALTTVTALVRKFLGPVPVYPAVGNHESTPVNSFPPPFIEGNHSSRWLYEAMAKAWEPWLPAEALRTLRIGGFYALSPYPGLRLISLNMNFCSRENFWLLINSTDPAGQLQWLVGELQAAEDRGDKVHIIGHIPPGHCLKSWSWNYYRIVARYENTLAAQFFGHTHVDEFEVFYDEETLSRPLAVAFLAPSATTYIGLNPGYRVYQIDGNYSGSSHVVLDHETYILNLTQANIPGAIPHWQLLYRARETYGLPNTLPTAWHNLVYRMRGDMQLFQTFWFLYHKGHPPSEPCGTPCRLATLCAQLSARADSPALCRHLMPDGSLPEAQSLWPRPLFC
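Fluorogenic HMU-PC substrate (9 uM final) is turned over by placental ASM in 60 min at 37 C after a 10 min compound preincubation. Reaction ended by alkaline stop (pH 10), with fluorescence read at 386/447 nm.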
a7 integrin act: integrin-mediated muscular dystrophy alleviation activation; alpha7betagal myoblasts, beta-gal FDG fluorescence, 48 h; Potency, µM (top dose mostly 38.3 µM), inactives show at the top dose activation, hits mostly activators; 0.064% of 350,000 active;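 note: potency is the fitted concentration of half-maximal effect; 100% = response of the positive control SU9516; nearly all actives have a fitted effect of over 60% in size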
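Alpha7betagal+/- myoblasts (passage 13) were plated 16-24 hr, then exposed to compounds (1:260 dilution of DMSO stock) for 48 hours at 37C. After MPER lysis, β-galactosidase reporter activity was read as FDG fluorescence (ex 480/em 540) after 30 minutes.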
AT treatment: potential ataxia-telangiectasia treatment | […] A-T fibroblasts, KAP-1 phosphorylation AlphaLISA; neocarzinostatin DNA damage 30 min before lysis | Potency, µM (doses to about 57.5 µM), without a hit: top-dose activation, hits mostly activators | 0.19% of 320,000 active | AID 485349; note: potency is the fitted concentration of half-maximal effect; % of control where 0% means no effect; nearly all actives have a fitted effect of over 45% in size
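ATM-like activity read as KAP-1 phosphorylation via AlphaLISA donor/acceptor antibody pairs after lysis and 6 hr at 25C. Cells were ATM-null patient fibroblasts ([…], hTERT), dosed 60 min, then exposed to the DSB inducer NCS for 30 min.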
Chronic BCR inh: inhibitors of chronic active B-cell receptor signaling | ABC-DLBCL IkBa-CBG/CBR reporter, luminescence ratio, 4 h | 0.05% of 340,000 active | Potency, µM (titrated, usually from 46.1 µM), inactives show at the top dose ratio change, negative = lower green/red ratio, usual class: inhibitors | AID 493014; active = well fitted inhibition curve with a large enough effect in the signal ratio, with a control signal flat, not every such curve was filed as active; inconclusive = small, poorly fitted or top-dose-only effect, or effect the other way, or a change in a side signal; the % refers to the signal ratio;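 note: potency is the fitted concentration of half-maximal effect; plate controls were basal doxycycline-induced cells for no effect and cells given 10 µM MG132 for full effect; MG132 reads +100%, hits lower the ratio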
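Doxycycline induced both beetle luciferases in TMD8 lymphoma cells; IKK-driven degradation limits the IkappaBalpha-fused green signal, while red luminescence normalises for cell number and nonspecific effects. Compounds tested up to 46 uM, 4 hrs.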
TCR act: T cell receptor activation; primary human leukocytes, anti-CD3, IL-2 HTRF, 48 h; 330,000 tested, under 10 active; Potency, µM (series often up to 9.22 µM), for inactives: at the highest dose activation of IL-2 secretion, hits mostly activators; note: % of control where 0% means no effect
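Using a-CD3 beads without co-stimulation, primary human leukocytes were exposed to compounds for 48 hr. An HTRF IL-2 kit measured the cytokine, with europium-to-d2 energy transfer producing emission at 665nm upon 320nm excitation.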
Tb PFK block: blocks T. brucei phosphofructokinase. 0.17% of 330,000 active. O15648. Potency, µM (highest dose often 57.5 µM), inactives show top-dose activity, negative = inhibition, hits mostly inhibitors. T. brucei PFK, ADP-Glo luminescence;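 note: potency is the fitted concentration of half-maximal effect; 0% = uninhibited 1x PFK enzyme wells and -100% = no-enzyme wells; nearly all actives have a fitted effect of over 60% in size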
Target sequence (O15648 whole entry, looked up): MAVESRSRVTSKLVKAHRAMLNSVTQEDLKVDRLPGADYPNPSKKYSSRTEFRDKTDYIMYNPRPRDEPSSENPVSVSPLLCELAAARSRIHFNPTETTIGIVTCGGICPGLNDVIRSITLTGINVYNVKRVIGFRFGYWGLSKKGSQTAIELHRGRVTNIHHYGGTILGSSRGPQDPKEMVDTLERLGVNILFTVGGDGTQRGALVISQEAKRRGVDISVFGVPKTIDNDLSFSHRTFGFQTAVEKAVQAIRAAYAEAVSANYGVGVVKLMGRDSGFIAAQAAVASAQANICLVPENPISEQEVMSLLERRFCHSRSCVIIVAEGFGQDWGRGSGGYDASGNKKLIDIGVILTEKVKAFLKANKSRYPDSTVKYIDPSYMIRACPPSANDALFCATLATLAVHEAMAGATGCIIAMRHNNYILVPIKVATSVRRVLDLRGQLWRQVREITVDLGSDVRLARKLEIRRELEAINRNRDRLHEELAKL
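In TEA buffer at pH 8.0 with 5 mM MgCl2, enzyme (1.25 nM) converted F6P (0.5 mM) and ATP (0.1 mM) for 45 min at room temperature. ADP product was read by luciferase luminescence.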
Eya2 inh: inhibitors of human Eya2 phosphatase activity. O00167. recombinant Eya2, OMFP fluorescence dephosphorylation (OMFP is methylfluorescein phosphate). Potency, µM (doses to about 76.9 µM), without a hit: at the highest dose activity, negative = inhibition, most hits filed as inhibitors. 0.006% of 330,000 active; note: potency is the fitted concentration of half-maximal effect; % is set by controls: 0 for no effect and ±100 for the full control effect
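Eya2 (0.2 uM) preincubated 10 min at ambient with compound, then OMFP substrate added at 50 uM; 10 min reaction in 50 mM HEPES pH 7.5, 50 mM NaCl, 5 uM MgCl2, 0.05% BSA, 1 mM DTT. Fluorescence read at Ex 485/Em 525 nm.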
Numbers without * were called inactive; ? = inconclusive; nt = no result given; [ ] = dose if it differs, or a comment. Unless noted, calls come from the whole dose curve; as a rule, active = well fitted curve in the direction sought with a large enough effect; inconclusive = small, poorly fitted or top-dose-only effect, or another doubt; inactive = no such curve, though single readings can be large; an effect the other way counts as inactive or inconclusive.

| canonical_smiles | TSG101-PTAP inh | Mito fusion yeast | ELG1 repair inh | TSHR antagonist | S-ASM inh | a7 integrin act | AT treatment | Chronic BCR inh | TCR act | Tb PFK block | Eya2 inh |
| --- | --- | --- | --- | --- | --- | --- | --- | --- | --- | --- | --- |
| COCC1CCCN(C(=O)c2cc(COc3cncc(Cl)c3)on2)C1 (centres undefined) | -2% | -2% | 1% | 7 | -3% | -23% | 9% | 0% | -12% | -4% | 15% |
| CC(C)(C)C1=Nn2c(nnc2-c2ccccn2)SC1 | -7% | -6% | 11% | 31 | 0% | -9% | 13% | 6% | 5% | -18% | -2% |
| CC(C)C(NC(=O)c1c(F)cccc1F)C(=O)OCN1C(=O)c2ccccc2C1=O (centres undefined) | -1% | 1% | ? | 23 | -2% | 10% | -6% | 2% | -3% | 1% | 2% |
| COCCNC(=O)C(C)N1c2cccc3cccc(c23)S1(=O)=O (centres undefined) | -6% | 0% | -2% | -3 | 17% | 16% | 5% | -9% | 4%[46.1 µM] | -3% | -9% |
| CC[C@]12c3[nH]c4cc(CCC(=O)N(C)C)ccc4c3CCN1C(=O)[C@@H](CC(=O)NCC13CC4CC(CC(C4)C1)C3)C[C@@H]2C(=O)N1CCN(C(=O)c2ccco2)CC1 | -1% | nt | 29% | -9 | 5% | -14% | 0% | ? | 1%[46.1 µM] | 0% | -5% |
| COc1ccccc1CNC(=O)C1CCC(=O)N(CCCc2ccccc2)C1 (centres undefined) | -3% | -6% | 1% | -6 | 1% | 21% | 1% | -3% | -6% | 1% | 8% |
| O=C(c1ccc(=O)[nH]n1)N1CCc2ccccc2C1 | 2% | 0% | 19% | 7 | 8% | 32% | 5% | 12% | -6% | 0% | -6% |
| Cc1ccc(NC2OC(C(O)CO)C(O)C2O)cc1[N+](=O)[O-] (centres undefined) | 0% | -1% | 16% | 30 | 0% | 2% | -2% | 6% | 0% | 1% | -2% |

Reprinted from the part before: 5 entries, then new ones.
| canonical_smiles | TSG101-PTAP inh | Mito fusion yeast | ELG1 repair inh | TSHR antagonist | S-ASM inh | a7 integrin act | AT treatment | Chronic BCR inh | TCR act | Tb PFK block | Eya2 inh |
| --- | --- | --- | --- | --- | --- | --- | --- | --- | --- | --- | --- |
| COCCNC(=O)C(C)N1c2cccc3cccc(c23)S1(=O)=O (centres undefined) | -6% | 0% | -2% | -3 | 17% | 16% | 5% | -9% | 4%[46.1 µM] | -3% | -9% |
| CC[C@]12c3[nH]c4cc(CCC(=O)N(C)C)ccc4c3CCN1C(=O)[C@@H](CC(=O)NCC13CC4CC(CC(C4)C1)C3)C[C@@H]2C(=O)N1CCN(C(=O)c2ccco2)CC1 | -1% | nt | 29% | -9 | 5% | -14% | 0% | ? | 1%[46.1 µM] | 0% | -5% |
| COc1ccccc1CNC(=O)C1CCC(=O)N(CCCc2ccccc2)C1 (centres undefined) | -3% | -6% | 1% | -6 | 1% | 21% | 1% | -3% | -6% | 1% | 8% |
| O=C(c1ccc(=O)[nH]n1)N1CCc2ccccc2C1 | 2% | 0% | 19% | 7 | 8% | 32% | 5% | 12% | -6% | 0% | -6% |
| Cc1ccc(NC2OC(C(O)CO)C(O)C2O)cc1[N+](=O)[O-] (centres undefined) | 0% | -1% | 16% | 30 | 0% | 2% | -2% | 6% | 0% | 1% | -2% |
| CN(C)c1ccc(/C=N/n2ncc3ccccc32)cc1 | 0% | 1% | ? | -8 | nt | 6% | 6% | -3% | nt | 3% | 3% |
| CC1CN(C(=O)COC(=O)c2cc(=O)c3ccccc3o2)CC(C)O1 (centres undefined) | 0% | -1% | 2% | 26 | 1% | 7% | -7% | -5% | 10% | 0% | 3% |
| Cc1cc(=O)[nH]c(SCC(=O)NC2CCCc3ccccc32)n1 (centres undefined) | -3% | -3% | 8% | -4 | 4% | 25% | 2% | 10% | -2% | 1% | 4% |
| Cc1ccc(-c2cnc3cc(C)nn3c2)cc1 | -1% | 20% | ? | -8 | -2% | 5% | 1% | 0% | 3% | -4% | ? |
| COc1ccc(CCN(C)C2CCCN(S(=O)(=O)c3ccc(C)cc3)C2)cc1OC (centres undefined) | 1% | 2% | -18% | -3 | 2% | -30% | 2% | -5% | -5% | -2% | -1% |
| Oc1ccc(C[C@@H]2CNC(=S)N2CCc2cc(C(F)(F)F)cc(C(F)(F)F)c2)cc1 | -4% | -11% | -29% | -5 | -8% | 0% | -8% | -8% | 0% | -3% | -26% |
| CCn1c(=NC(=O)CN2C(=O)CCC2=O)sc2c(C)cc(C)cc21 | -10% | 2% | -3% | -2 | -2% | 6% | 5% | -14% | -1% | 6% | 3% |
| Cc1ccc(-c2csc(N3CCC[C@@H]3C(=O)NCCn3c(C(F)(F)F)nc4ccccc43)n2)cc1 | -5% | 6% | ? | -20 | -6% | 40% | 8% | ? | 4% | -6% | -14% |

Remaining list, next part:
Structure,TSG101-PTAP inh,Mito fusion yeast,ELG1 repair inh,TSHR antagonist,S-ASM inh,a7 integrin act,AT treatment,Chronic BCR inh,TCR act,Tb PFK block,Eya2 inh
Cc1csc(NC(=O)c2cc(C)oc2C)n1,-1%,-1%,?,-3,-3%,7%,-5%,7%,-8%,3%,7%
COc1ccc(C2CCN(Cc3cccnc3)CC2O)cc1 (centres undefined),-10%,5%,-15%,11,3%,-12%,5%,0%,7%,-4%,12%
COc1cc2c(cc1NC(=O)CN1CCN(S(=O)(=O)c3ccc(C)cc3)CC1)oc1ccccc12,-1%,0%,nt,nt,0%,4%,nt,nt,-4%,nt,nt
CCN(CC1CCCN(CCc2cccc(OC)c2)C1)C(=O)c1ccoc1 (centres undefined),0%,1%,-1%,2,0%,-6%,11%,0%,1%,-1%,0%
Cc1ccc(Cc2nc(-c3cccc(C)c3)no2)cc1,0%,0%,?,nt,-4%,20%,12%,-1%,-6%,1%,-14%
CCCC1=C(C(=O)OCC)C(c2ccc(F)cc2)n2ncnc2N1 (centres undefined),-3%,1%,?,-8,162%[activator],10%,6%,?,-1%,-1%,-9%
O=C(CCc1ccccc1)NCCCN1CCOCC1,0%,-1%,-1%,5,3%,20%,5%,-1%,0%,0%,-11%
O=C(NC1CCCCC1)c1ccc(Cn2cc(Cl)cn2)cc1,-6%,4%,-2%,-3,-2%,-17%,1%,5%,0%,-6%,-2%
CSc1ccc(Cn2nnc(C(=O)Nc3ccc(C)c(C)c3)c2N)cc1,-2%,-1%,?,-7,0%,-4%,8%,13%,-2%,-2%,-3%
COCCNC(=S)Nc1ccc2nc(N3CCN(C)CC3)cc(C)c2c1,-8%,-5%,2%,-4,100%[activator],13%,-4%,-1%,-5%,0%,-5%
COc1cccc(NC(=O)N2CCC(NC(=O)C(Cc3ccccc3OC)NC(C)=O)CC2)c1 (centres undefined),-1%,-10%,7%,-2,0%,19%,-4%,-20%,2%,0%,12%
Cc1cc(C)c2c(n1)sc1c(N3CCCCC3)ncnc12,-1%,14%,18%,-1,18%,4%,-14%,2%,2%,1%,-3%
COc1ccc(/C=N/N=C2/NC(=O)CC(C(=O)O)S2)cc1 (centres undefined),-5%,-4%,?,-5,-2%,-2%,2%,-6%,-4%[46.1 µM],0%,-7%
CC(=O)Nc1ccc(-n2nnnc2SCC(=O)NCc2cccs2)cc1,-3%,-5%,9%,-1,-1%,-4%,6%[11.5 µM],-9%,3%,-2%,-1%
CCOC(=O)COc1c(Br)cc(C2NC(=O)NC(C)=C2C(C)=O)cc1OC (centres undefined),5%,3%,15%,0,0%,-5%,1%,0%,7%[46.1 µM],-7%,5%
CC(C)c1ccc(Nc2c([N+](=O)[O-])c(=O)n(C)c3ccccc23)cc1,-4%,10%,-19%,18,-24%,-20%,-5%,-2%,1%,6%,1%
